JMJD2A Tudor: JMJD2A Tudor domain (human) inhibition; 390,000 tested, 4.4% active; O75164; Potency, µM (series often up to 114 µM), without a hit: at the highest dose activity change, negative = inhibition, hits mostly inhibitors; AlphaScreen JMJD2A-Tudor / H3K4me3 peptide binding; AID 504339; note: % is set by controls: 0 for no effect and ±100 for the full control effect; nearly all actives have a fitted effect of over 50% in size
ERG-DNA inh: ERG Ets/DNA interaction inhibition. Potency, µM (series often up to 76.9 µM), inactives show at the top dose FP activity, negative = inhibition, most hits filed as inhibitors. 370,000 tested, 0.028% active. fluorescence polarization, His-ERG Ets domain / labelled DNA. AID 624246. P11308; active = well fitted inhibition curve with a large enough effect in the polarisation, with a control signal flat; inconclusive = small, poorly fitted or top-dose-only effect, or effect the other way, or a change in a side signal; inactive = no such curve, though single readings can be large or run the other way; the % refers to the polarisation;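 note: polarization taken with two DNA probes labelled with fluorescein and Texas red; % of control where 0% means no effect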
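His-tagged ERG Ets domain (1 uM in the protein solution; 300mM KCl, 50mM Tris-HCl, 1mM EDTA, 1mM DTT, pH 7.5) received compound, then a probe mix of 5 nM fluorescein-DNA and 100nM Texas-615-DNA. Fluorescence polarization was read for both dyes.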
GLS inhibitor: glutaminase GLS (human) inhibition; O94925; GLS enzymatic activity, qHTS titration; Potency, µM (doses to about 45.5 µM), for the others: at the highest dose activity change, negative = inhibition, hits mostly inhibitors; 410,000 tested, 0.21% active; note: % is set by controls: 0 for no effect and ±100 for the full control effect
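Read-out is an Amplex red fluorescence increase coupled through glutamate oxidase and HRP, measured before and after 30 min room-temperature incubation. hKGA is in 45 mM KH2PO4 (pH 8.2) with 0.02% Tween-20; glutamine added as 1mM solution.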
Pin1 inh: inhibitors of human Pin1. Pin1 FP peptide displacement, HiFluor488, 10 min. 390,000 tested, 0.009% active. Potency, µM (top dose mostly 115 µM), inactives show at the highest dose activity, negative = inhibition, most hits filed as inhibitors; active = well fitted inhibition curve with a large enough effect in the polarisation, with a control signal flat, not every such curve was filed as active; inconclusive = small, poorly fitted or top-dose-only effect, or effect the other way, or a change in a side signal; inactive = no such curve, though single readings can be large or run the other way; the % refers to the polarisation; note: % is set by controls: 0 for no effect and ±100 for the full control effect
HP1b chromo inh: HP1-beta chromodomain-methylated histone interaction inhibition; 390,000 tested, 0.56% active; Potency, µM (top dose mostly 114 µM), for the others: top-dose activity change, negative = inhibition, usual class: inhibitors; AlphaScreen HP1-beta / biotin-H3K9me3 peptide binding; P83916; note: nearly all actives have a fitted effect of over 70% in size; inactives centre near 23
Target sequence (P83916 whole entry, looked up): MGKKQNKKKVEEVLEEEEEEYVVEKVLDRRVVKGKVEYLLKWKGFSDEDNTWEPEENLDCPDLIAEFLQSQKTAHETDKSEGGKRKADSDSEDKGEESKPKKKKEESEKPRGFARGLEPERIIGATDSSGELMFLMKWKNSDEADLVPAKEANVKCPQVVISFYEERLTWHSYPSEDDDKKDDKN
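AlphaScreen: HP1-beta (50 nM) preformed 30 min with biotin-H3(1-18)K9me3 peptide (50 nM) in PBS pH 7.4, 0.01% Tween-20. Compound added for 30 min at RT, then streptavidin donor/nickel chelate acceptor beads (10 ug/mL) for 30 min.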
12-LOX inh: inhibitors of human 12S-lipoxygenase ALOX12; P18054; purified 12hLO, xylenol orange hydroperoxide absorbance; 580,000 tested, 1.1% active; Potency, µM (doses to about 108 µM), for the others: at the highest dose activity change, negative = inhibition, usual class: inhibitors; note: % is set by controls: 0 for no effect and ±100 for the full control effect
Target sequence (P18054 whole entry, looked up): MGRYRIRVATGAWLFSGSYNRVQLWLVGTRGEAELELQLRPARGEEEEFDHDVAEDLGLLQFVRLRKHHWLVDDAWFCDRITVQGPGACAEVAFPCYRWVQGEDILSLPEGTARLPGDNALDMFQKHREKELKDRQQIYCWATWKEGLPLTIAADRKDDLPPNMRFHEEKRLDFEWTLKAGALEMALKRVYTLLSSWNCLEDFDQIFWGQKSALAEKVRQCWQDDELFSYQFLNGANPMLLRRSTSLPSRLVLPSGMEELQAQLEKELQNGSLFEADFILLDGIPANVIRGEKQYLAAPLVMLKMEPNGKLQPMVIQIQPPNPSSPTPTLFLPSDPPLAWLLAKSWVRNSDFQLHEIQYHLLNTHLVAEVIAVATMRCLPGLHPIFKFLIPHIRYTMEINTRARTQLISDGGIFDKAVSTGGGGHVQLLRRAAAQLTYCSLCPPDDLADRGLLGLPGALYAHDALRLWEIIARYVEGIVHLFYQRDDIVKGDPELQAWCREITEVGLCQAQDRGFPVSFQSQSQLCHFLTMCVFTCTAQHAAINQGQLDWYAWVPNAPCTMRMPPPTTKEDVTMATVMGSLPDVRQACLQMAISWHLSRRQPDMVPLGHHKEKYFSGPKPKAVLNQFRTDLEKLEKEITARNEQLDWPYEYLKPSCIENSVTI
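Purified human 12hLO (150 nM final) in 25 mM Hepes, 0.01% Triton X-100, pH 7.0 was preincubated 15 min at room temperature with compound. Then 40 uM arachidonic acid was added, 30 min. Hydroperoxide was read by Fe-XO absorbance ratio 573/405 nm.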
Tb PGK inh: inhibitors of T. brucei phosphoglycerate kinase. 380,000 tested, 0.043% active. AID 602233. PGK/GAPDH coupled, Kinase-Glo luminescence, 60 min. P07378. Potency, µM (series often up to 57.5 µM), without a hit: at the highest dose activity change, negative = inhibition, most hits filed as inhibitors; note: % is set by controls: 0 for no effect and ±100 for the full control effect; nearly all actives have a fitted effect of over 60% in size
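Luminescent ATP detection (Kinase-Glo Plus) follows a 60-minute room-temperature incubation, with wells lacking PGK as controls. Buffer: 100 mM TEA (pH 7.6), 5 mM MgCl2, 0.01% Tween-20. Coupling enzyme GAPDH (100 nM final) supplies unstable 1,3-BPG in-well.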
rTrxR1 inhibitor: inhibitors of rat thioredoxin reductase 1 | O89049 | recombinant rTrxR1, NADPH fluorescence consumption, selenite substrate | Potency, µM (titrated, usually from 114 µM), for inactives: top-dose activity change, negative = inhibition, most hits filed as inhibitors | 390,000 tested, 1% active; note: % is set by controls: 0 for no effect and ±100 for the full control effect; nearly all actives have a fitted effect of over 65% in size
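Rat TrxR1 (90 nM in the dispensed reagent) was pre-reduced with 400 uM NADPH for 5 min at room temperature, then incubated with compound for 15 min. After 400 uM selenite was added, NADPH fluorescence (Ex 340/Em 450 nm) was followed for 8 min.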
RGS4 inhibitor: inhibitors of human regulator of G protein signaling 4; Transcreener GDP fluorescence polarization, RGS4-accelerated GTP hydrolysis; Potency, µM (series often up to 114 µM), without a hit: at the top dose activity change, negative = inhibition, actives largely listed as inhibitors; 390,000 tested, 0.039% active; AID 504845; note: % is set by controls: 0 for no effect and ±100 for the full control effect; nearly all actives have a fitted effect of over 75% in size; some results filed as inactive show a strong effect at the top dose
Target sequence (P49798 whole entry, looked up): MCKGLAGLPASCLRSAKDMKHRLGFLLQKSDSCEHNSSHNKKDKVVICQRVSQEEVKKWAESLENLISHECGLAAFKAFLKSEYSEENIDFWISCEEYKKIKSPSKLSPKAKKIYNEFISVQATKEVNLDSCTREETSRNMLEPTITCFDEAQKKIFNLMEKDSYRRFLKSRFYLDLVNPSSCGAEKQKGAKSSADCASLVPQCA
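MLSMR compounds (23 nl, pin-transferred) preincubated 10 min at room temperature with a 500nM (2x) first reagent, then RGS4 at 900nM (2x) plus Transcreener GDP mix added; fluorescence polarization (620/688 nm) read before and after 90 min at 30 °C.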
Starred values were filed as active, the others as inactive; i = inactive; ? = inconclusive; · = not tested or not shown; & = joins results of further samples; [ ] = another dose, or the depositor's remark. Unless noted, calls come from the whole dose curve; as a rule, active = well fitted curve in the direction sought with a large enough effect; inconclusive = small, poorly fitted or top-dose-only effect, or another doubt; inactive = no such curve, though single readings can be large; an effect the other way counts as inactive or inconclusive. Potency is the fitted concentration of half-maximal effect. Only part of the results is shown. The share of hits here may be higher or lower than overall.

no. | JMJD2A Tudor | ERG-DNA inh | GLS inhibitor | Pin1 inh | HP1b chromo inh | 12-LOX inh | Tb PGK inh | rTrxR1 inhibitor | RGS4 inhibitor | Structure
1 | -19% | 0% | 9% | 6% | 18% | 1% | 0% | ? | 42% | Cc1cc2n(n1)C(c1ccc(O)cc1)Nc1ccccc1-2 (stereo unspecified)
2 | ? | 1% | 0% | 1% | -16% | 14% | -6% | -5% | -27% | O=C(Nc1ccc2c(c1)OCO2)c1ccc(COc2ccc3c(c2)CCC3)o1
3 | 1.4µM* | 1% | 1% | 0% | ? | ? | -6% | 3% | 13% | CCCCNCCOCCOc1ccccc1-c1ccccc1
4 | -11% | 0% | 0% | 2% | 17% | -7% | 3% | 3% | 37% | COC(CNC(=O)c1ccc2c(c1)nc(C)n2-c1ccc(F)c(F)c1)OC
5 | -18% | 2% | -1% | -1% | 17% | -2% | -10% | 21% | 2%[56.9 µM] | CC(C)OCCCNC(=O)C1CCN(S(=O)(=O)N2CCCC2)CC1
6 | -14% | 3% | -5% | -5% | 47%[activator] | 10% | -8% | 16%[57.1 µM] | -32% | CCS(=O)(=O)c1ccc2oc(SCC(=O)NC(C)C3CC4CCC3C4)nc2c1 (stereo unspecified)
7 | 9% | 6% | -2% | 2% | 28% | 26% | -6% | 17% | -15% | O=C1CC(c2ccccc2)CN1C(=O)c1cccnc1 (stereo unspecified)
8 | -16% | 1% | 22% | ? | 53%[activator] | -11% | -8% | 52%[activator] | 9% | O=C1c2ccccc2NC(c2ccc(F)cc2)N1Cc1ccco1 (stereo unspecified)
9 | -12%&3% | -14%&-5% | 5%&1% | 1%&7% | 22%&36% | -7%&0% | -10% | 19%&7% | 6%&-1% | CCCSc1ncc(Cl)c(C(=O)Nc2ccc(S(=O)(=O)Nc3ncccn3)cc2)n1
10 | 3% | 3% | 2% | 2% | 29% | -14% | -8% | 13%[57.1 µM] | 14% | C/C(=N\NC(=O)C1CC1)c1cccs1
11 | 79µM* | -12% | 5% | 2% | 9% | 28µM* | 17% | ? | ? | CCC1(c2ccc(Cl)cc2)NC(=S)N(c2ccc(C)cc2)N1 (stereo unspecified)
12 | -18% | ? | 1% | 9% | 29% | -7% | -6% | 8% | 12% | CCOC(=O)c1c(-c2ccccc2)csc1NC(=O)c1cc(-c2ccc(C)c(F)c2)on1
13 | -5% | 2% | 2% | -7% | 45%[activator] | 0% | -8% | 22%[11.4 µM] | -1% | O=C(Nc1cccc2cccnc12)c1cccc2c(Br)cccc12
14 | -30% | 2% | 13% | 3% | 8% | 185%[activator] | i | 23% | -6% | COc1ccc(CC(=O)Nc2cc(S(=O)(=O)Nc3ccc(OC)cc3)ccc2OC)cc1
15 | ? | -6% | -26% | 1% | -14% | ? | -2% | -18% | -33% | NC(=O)c1sc2nccc(Nc3ccccc3)c2c1N
16 | -6% | -9% | -1% | 2% | 32% | 448%[activator] | -6% | 14% | 0% | O=C(c1ccco1)N1CCN(c2ccccc2F)CC1

One compound at a time, from the list above:
`O=C(c1ccco1)N1CCN(c2ccccc2F)CC1` reads JMJD2A Tudor = -6%; ERG-DNA inh = -9%; GLS inhibitor = -1%; Pin1 inh = 2%; HP1b chromo inh = 32%; 12-LOX inh = 448%[activator]; Tb PGK inh = -6%; rTrxR1 inhibitor = 14%; RGS4 inhibitor = 0%
`O=C(Nc1cccc2cccnc12)c1cccc2c(Br)cccc12` reads JMJD2A Tudor = -5%; ERG-DNA inh = 2%; GLS inhibitor = 2%; Pin1 inh = -7%; HP1b chromo inh = 45%[activator]; 12-LOX inh = 0%; Tb PGK inh = -8%; rTrxR1 inhibitor = 22%[11.4 µM]; RGS4 inhibitor = -1%

Arranged by value in HP1b chromo inh (high to low): 3 from the list above.
entry	compound	JMJD2A Tudor	ERG-DNA inh	GLS inhibitor	Pin1 inh	HP1b chromo inh	12-LOX inh	Tb PGK inh	rTrxR1 inhibitor	RGS4 inhibitor
12	CCOC(=O)c1c(-c2ccccc2)csc1NC(=O)c1cc(-c2ccc(C)c(F)c2)on1	-18%	?	1%	9%	29%	-7%	-6%	8%	12%
14	COc1ccc(CC(=O)Nc2cc(S(=O)(=O)Nc3ccc(OC)cc3)ccc2OC)cc1	-30%	2%	13%	3%	8%	185%[activator]	i	23%	-6%
15	NC(=O)c1sc2nccc(Nc3ccccc3)c2c1N	?	-6%	-26%	1%	-14%	?	-2%	-18%	-33%

(more compounds)
no. | JMJD2A Tudor | ERG-DNA inh | GLS inhibitor | Pin1 inh | HP1b chromo inh | 12-LOX inh | Tb PGK inh | rTrxR1 inhibitor | RGS4 inhibitor | Structure
17 | -18% | 7% | 0% | 5% | 31% | 4% | -8% | 11%[57.1 µM] | -18% | CCOC(=O)c1ccc(NC(=O)c2c(N)n(C)c(=O)[nH]c2=O)cc1
18 | -34% | -9% | 5% | ? | 22% | -4% | 3% | 8%[57.1 µM] | 27% | O=C1NC[C@@H](c2ccccc2)OC(=O)[C@H](Cc2ccc(F)cc2)C/C=C\C[C@@H]1CC(=O)N(CCO)Cc1ccccc1
19 | -23% | 8% | 4% | 0% | 46%[activator] | 7% | 6% | -6%[57.1 µM] | 13% | Nc1ccc(Br)cc1C(NCC(=O)O)c1ccccc1 (stereo unspecified)
20 | 1% | 1% | 0% | -10% | 23% | 6% | 3% | -2%[57.1 µM] | 1% | CC(NS(=O)(=O)c1ccc2[nH]c(=O)c(=O)[nH]c2c1)C(=O)O (stereo unspecified)
21 | -13% | -5% | -1% | 1% | 30% | 1% | i | -3% | -18% | COc1ccc(-c2cc(=O)oc3cc4occ(C)c4cc23)cc1
22 | -9% | -3% | -1% | -2% | 45%[activator] | 0% | -4% | 4%[57.1 µM] | 7% | CCN=C(NCC)SC1CC(=O)N(c2ccc(F)cc2)C1=O (stereo unspecified)
23 | -19% | -11% | ? | -1% | 27% | 0% | -7% | 5%[57.1 µM] | 4% | O=C(c1ccc(Cl)c(S(=O)(=O)N2CCCCCC2)c1)N1CCN(c2ccccc2O)CC1
24 | 3% | 2% | -14% | -14% | 29% | 1% | -2% | ? | 7% | Cc1ccc(CNC(=O)C2CCN(c3ncnc4c3nc3n4CCCCC3)CC2)cc1
25 | 0% | -4% | 6% | 2% | 37% | -4% | i | 3% | -28% | FC(F)(F)c1ccccc1NC(=S)N1CCN(c2ncccn2)CC1
26 | -34% | 2% | -4% | ? | 9% | 0% | -8% | -9% | 4% | COC(=O)c1c(NC(=O)CSc2nnc(-c3cccnc3)n2Cc2ccco2)sc(C)c1C
27 | -11% | -4% | -15% | 2% | 28% | ? | -2% | 25% | -21% | Cc1c(C(=O)N(C)CCn2ccnc2C)oc2c(F)cccc12
28 | -7% | 18% | -1% | 1% | 27% | -7% | 3% | -4% | 6% | CCC(C(=O)NCc1cccs1)n1nc(C)n2c(cc3occc32)c1=O (stereo unspecified)
29 | -3% | -2% | 0% | 5% | 40% | -15% | -7% | 20% | 6% | CCc1cc2c(cc3c(=O)n(CC(=O)NC4CCC(C)CC4)nc(CC)n32)s1 (stereo unspecified)
30 | -25% | -6% | -2% | -1% | 20% | -9% | -7% | 36%[activator] | -7% | Brc1ccc2c(c1)C(c1cccs1)=NNC(c1cccnc1)=N2
31 | -22% | 3% | 22% | -6% | 11% | 0% | -2% | -1% | -2% | COc1ccc(C)cc1S(=O)(=O)N1CCCC(C(=O)N2CCN(c3ccccc3)CC2)C1 (stereo unspecified)
32 | 0% | 3% | -10% | 54%[activator] | 58%[activator] | -13% | -4% | -16% | -50% | COc1ccc(-c2ccc3c(N)c(C(=O)Nc4ccc(C(F)(F)F)cc4)sc3n2)cc1OC
33 | -21% | -1% | 3% | 0% | -17% | -17% | i | ? | -9% | CCOP(=O)(OCC)/C(C#N)=C/c1ccc([N+](=O)[O-])cc1
34 | 1% | -5% | -4% | -2% | 37% | 199%[activator] | -2% | -12% | 18% | CCc1cc(C(=O)N2CCCC(Nc3ccc(F)c(F)c3)C2)n(C)n1 (stereo unspecified)
35 | -19% | -4% | 1% | 2% | 10% | i | -1% | 11%[57.1 µM] | 11% | CN1CCN(c2nc(C#N)cc(-c3ccccc3)n2)CC1
36 | -3% | 2% | 1% | 1% | 32%[activator] | -14% | i | 17% | -5% | Cc1ccc(C)c(N2CCN(C(=O)CCc3nc(-c4ccccc4Cl)no3)CC2)c1
37 | -21% | · | 9% | 4% | 8% | ? | 1% | ? | 5% | C=CCNC(=S)N1CCN(c2ccc([N+](=O)[O-])cc2)CC1
38 | 16% | 8% | -5% | 3% | 31% | 0% | -4% | 7%[57.1 µM] | -1% | Cc1ccc(CC2CC(=O)N(c3cc(Cl)ccn3)C2=O)cc1 (stereo unspecified)
39 | -23% | -2% | 5% | 3% | 16% | 2% | i | 26%[57.1 µM] | 3% | O=C(Cn1nc(-c2ccccc2)ccc1=O)Nc1ccc(N2CCN(C(=O)c3cccs3)CC2)cc1
40 | 28% | 2% | 0% | 30% | 75%[activator] | -1% | -2% | 44%[activator] | 8% | COc1cc2c(cc1NC(=O)C(C)Oc1ccccc1)oc1ccccc12 (stereo unspecified)
41 | -6% | -11% | -6% | -3% | 36% | -22% | -7% | -3% | -2% | COc1ccc(-c2nnc(SCC(=O)Nc3cccnc3Cl)n2C)cc1
42 | 28µM* | · | 11% | -2% | ? | ? | 5% | ? | ? | Cc1cc(SCNC(=O)c2ccccc2)ncn1

Screening data deposited in PubChem BioAssay by National Center for Advancing Translational Sciences (NCATS).
